From PubChem
Pin1 inh – inhibitors of human Pin1; AID 504891; Potency, µM (doses to about 115 µM), without a hit: at the highest dose activity, negative = inhibition, usual class: inhibitors; Pin1 FP peptide displacement, HiFluor488, 10 min; Q13526; 390,000 compounds, 0.009% hits; active = well fitted inhibition curve with a large enough effect in the polarisation, with a control signal flat, not every such curve was filed as active; inconclusive = small, poorly fitted or top-dose-only effect, or effect the other way, or a change in a side signal; inactive = no such curve, though single readings can be large or run the other way; the % refers to the polarisation; also: potency is read from the fitted curve at half-maximal effect; % is scaled to controls: 0 for no effect and ±100 for the full control effect
G9a inh – blocks human histone lysine methyltransferase G9a; Potency, µM (highest dose often 102 µM), for the others: at the top dose activity, negative = inhibition, hits mostly inhibitors; G9a H3K9 monomethylation, AlphaScreen, 2 h; AID 504332; Q96KQ7; 350,000 compounds, 8.8% hits; also: potency is read from the fitted curve at half-maximal effect; % is scaled to controls: 0 for no effect and ±100 for the full control effect; nearly all actives have a fitted effect of over 75% in size
Target sequence (Q96KQ7 913-1193 limits assumed): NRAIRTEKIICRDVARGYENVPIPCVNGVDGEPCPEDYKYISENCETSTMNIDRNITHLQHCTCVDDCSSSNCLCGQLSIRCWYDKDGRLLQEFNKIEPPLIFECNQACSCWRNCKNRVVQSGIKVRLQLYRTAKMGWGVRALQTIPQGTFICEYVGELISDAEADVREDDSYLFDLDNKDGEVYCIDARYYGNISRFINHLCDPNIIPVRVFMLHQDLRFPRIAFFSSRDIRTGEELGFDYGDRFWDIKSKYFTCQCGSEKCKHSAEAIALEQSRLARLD
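Compounds were preincubated with 20 nM G9a for 15 min, after which biotinylated H3K9 peptide (500 nM) and SAM (20 uM) started a 2 h room-temperature reaction. Monomethylated product was quantified by antibody-based AlphaScreen chemiluminescence.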
PI4K2A block – blocks human PI4K2A kinase activity; 420,000 compounds, 0.13% hits; purified PI4K2A, ADP-Glo luminescence, 1 h; hits give low values; activity change, negative = inhibition, % at 76.9 µM; Q9BTU6; AID 1346378; in the data active = activity change below about -50%; inconclusive = mostly about -30% to -49%;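 also: -100% = wells without enzyme as full effect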
Target sequence (Q9BTU6 whole entry, looked up): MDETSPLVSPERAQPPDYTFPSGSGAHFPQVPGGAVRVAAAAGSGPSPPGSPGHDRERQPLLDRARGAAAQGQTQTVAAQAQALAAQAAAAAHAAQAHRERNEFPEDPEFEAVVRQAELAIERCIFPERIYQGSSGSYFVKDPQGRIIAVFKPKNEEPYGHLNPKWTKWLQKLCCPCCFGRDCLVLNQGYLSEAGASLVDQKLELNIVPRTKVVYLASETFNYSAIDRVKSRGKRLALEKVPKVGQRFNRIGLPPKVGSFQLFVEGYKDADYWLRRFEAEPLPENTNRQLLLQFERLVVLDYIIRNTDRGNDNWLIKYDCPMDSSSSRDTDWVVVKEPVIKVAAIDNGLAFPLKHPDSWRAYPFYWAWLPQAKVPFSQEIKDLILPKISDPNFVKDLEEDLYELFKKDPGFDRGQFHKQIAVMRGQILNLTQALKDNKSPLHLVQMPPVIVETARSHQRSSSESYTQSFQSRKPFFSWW
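Compounds are screened against recombinant PI4K2A using PI as substrate and ATP, the latter dispensed at 300 microM. Reactions run one hour at ambient temperature before ADP-Glo detection; full inhibition defined by wells lacking enzyme.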
PGK inhibitor – inhibitors of T. brucei phosphoglycerate kinase; AID 602233; 380,000 compounds, 0.043% hits; Potency, µM (top dose mostly 57.5 µM), inactives show top-dose activity change, negative = inhibition, hits mostly inhibitors; PGK/GAPDH coupled, Kinase-Glo luminescence, 60 min; P07378; also: potency is read from the fitted curve at half-maximal effect; % is scaled to controls: 0 for no effect and ±100 for the full control effect; nearly all actives have a fitted effect of over 60% in size
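Recombinant glycosomal PGK reaction used 1,3-bisphosphoglycerate generated in-well by GAPDH (100nM final) in 100mM TEA pH 7.6, 5mM MgCl2, 0.01% Tween-20. After 60 minutes at room temperature, ATP was read by Kinase-Glo Plus luminescence end-point.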
BAZ2B inh – BAZ2B (human) inhibition. Potency, µM (titrated, usually from 114 µM), for the others: at the highest dose activity change, negative = inhibition, hits mostly inhibitors. AlphaScreen BAZ2B-H3K14Ac peptide displacement. 360,000 compounds, 4.4% hits; also: potency is read from the fitted curve at half-maximal effect; % is scaled to controls: 0 for no effect and ±100 for the full control effect; nearly all actives have a fitted effect of over 60% in size
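Protein-peptide AlphaScreen: BAZ2B 50 nM, b-H3K14Ac 50 nM, 1x PBS pH 7.4 + 0.01% Tween-20. Preincubation 30 min RT; cpd 30 min RT (top 110 uM); beads 20 min RT, light-protected.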
JMJD2A Tudor inh – inhibitors of human JMJD2A Tudor domain; O75164; AlphaScreen JMJD2A-Tudor / H3K4me3 peptide binding; Potency, µM (highest dose often 114 µM), for the others: at the highest dose activity change, negative = inhibition, usual class: inhibitors; 390,000 compounds, 4.4% hits; AID 504339; also: potency is read from the fitted curve at half-maximal effect; % is scaled to controls: 0 for no effect and ±100 for the full control effect; nearly all actives have a fitted effect of over 50% in size
GLS inh – blocks human kidney-isoform glutaminase activity. O94925. GLS enzymatic activity, qHTS titration. Potency, µM (doses to about 45.5 µM), inactives show top-dose activity change, negative = inhibition, usual class: inhibitors. 410,000 compounds, 0.21% hits; also: potency is read from the fitted curve at half-maximal effect; % is scaled to controls: 0 for no effect and ±100 for the full control effect
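Human kidney-isoform GLS in 45 mM KH2PO4 pH 8.2, 0.02% Tween-20, with compound, started with 1mM L-Glutamine (added stock). Glutamate oxidase/HRP/Amplex red coupled fluorescence read at start and after 30 min at RT.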
HP1b chromo inh – blocks HP1-beta chromodomain binding to methylated histone tails; AlphaScreen HP1-beta / biotin-H3K9me3 peptide binding; 390,000 compounds, 0.56% hits; AID 540317; P83916; Potency, µM (doses to about 114 µM), without a hit: at the top dose activity change, negative = inhibition, hits mostly inhibitors; also: potency is read from the fitted curve at half-maximal effect; nearly all actives have a fitted effect of over 70% in size; inactives centre near 23
Target sequence (P83916 whole entry, looked up): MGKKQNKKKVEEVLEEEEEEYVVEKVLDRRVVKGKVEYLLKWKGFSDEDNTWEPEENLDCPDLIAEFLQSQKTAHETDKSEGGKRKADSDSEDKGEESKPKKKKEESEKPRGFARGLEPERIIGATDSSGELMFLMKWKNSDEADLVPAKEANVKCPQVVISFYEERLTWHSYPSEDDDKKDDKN
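AlphaScreen: HP1-beta (50 nM) preformed 30 min with biotin-H3(1-18)K9me3 peptide (50 nM) in PBS pH 7.4, 0.01% Tween-20. Compound added for 30 min at RT, then streptavidin donor/nickel chelate acceptor beads (10 ug/mL) for 30 min.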
POLH inh – inhibitors of human DNA polymerase eta | Q9Y253 | recombinant Pol eta, fluorescent DNA replication assay | Potency, µM (series often up to 114 µM), for inactives: at the top dose activity change, negative = inhibition, hits mostly inhibitors | 390,000 compounds, 1.2% hits | AID 588591; also: potency is read from the fitted curve at half-maximal effect; % is scaled to controls: 0 for no effect and ±100 for the full control effect
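Pol eta (10 nM) was preincubated with compounds for 15 min at room temperature, after which fluorescent replication substrate (50 nM final) was added to start the reaction. Fluorescence was read kinetically at 0 and 10 min.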
* marks the source's active call; other numbers are inactive results; i = inactive; ? = inconclusive; / = not tested or not shown; & = joins results of further samples; [ ] = another dose, or the depositor's remark. Unless noted, calls follow the shape of the dose curve; as a rule, active = well fitted curve in the direction sought with a large enough effect; inconclusive = small, poorly fitted or top-dose-only effect, or another doubt; inactive = no such curve, though single readings can be large; an effect the other way counts as inactive or inconclusive. Some of the compounds tested, so the mix of outcomes need not match the whole.

SMILES	Pin1 inh	G9a inh	PI4K2A block	PGK inhibitor	BAZ2B inh	JMJD2A Tudor inh	GLS inh	HP1b chromo inh	POLH inh
CC(C)NC(=O)C1CCCN(S(=O)(=O)c2ccc(-n3cnnn3)cc2)C1 (stereo not given)	0%	18%	0	-1%	9%	-13%	2%	17%	-6%
C[C@H](CO)N1C[C@H](C)[C@@H](CN(C)C(=O)c2ccncc2)OCc2cnnn2CCCC1=O	/	/	-5	i	/	/	4%	/	-14%
CC(C)CNC(=O)COC(=O)C1c2ccccc2Oc2ccccc21	7%	10%[2.33 µM]	7	3%	-7%	-5%	3%	28%	-7%
Nc1ccccc1SC(C[N+](=O)[O-])c1ccccc1 (stereo not given)	1%	/	-9	-9%	45µM*	6.3µM*	-20%	16µM*	-7%
Cc1c(CC(=O)NCCCC(=O)O)c(=O)oc2cc3occ(-c4ccccc4)c3cc12	?	24%	-1	4%	-2%	-8%	51%[activator]	14%	17%
CC(NC(=O)c1cc2ccccc2o1)c1cccs1 (stereo not given)	-1%	6%	1	-6%[11.5 µM]	5%	-4%	-1%	32%[activator]	-8%
COC(=O)[C@@]12CCCCN1[C@H](c1ccc(-c3ccc(F)cc3)c(OC)c1)[C@@H]1C(=O)N(C)C(=O)[C@@H]12	4%	16%[2.33 µM]	-2	4%	-25%	-35%	6%	18%	-15%
CCCCN(C(=O)C1CCN(C(=O)c2ccccc2C)CC1)c1c(N)n(CC(C)C)c(=O)[nH]c1=O	11%	/	0	3%	/	-5%	-1%	19%	-2%
O=C(COC(=O)c1ccc(Cl)s1)c1cc2ccccc2o1	72%[activator]	-32%[12.7 µM]	-6	-4%	12%	25%	0%	84%[activator]	-21%
COc1ccc(NC(=O)c2cc(-c3cc(C)c(C)cc3O)n[nH]2)c(OC)c1	16%	-11%	6	i	-16%	5%	-10%	21%	-14%
CC(=O)c1c(C)[nH]c(C(=O)CN2C(=O)NC(C)(c3ccc4c(c3)OCCO4)C2=O)c1C (stereo not given)	7%	?	2	i	?	1%	-18%	24%	-11%
O=C(CNC(=O)c1ccccc1)NCC1COc2ccccc2O1 (stereo not given)	-1%	1%[59 µM]	4	0%	-5%	-2%	3%	26%	-7%
CCOC(=O)[C@@H]1[C@H]2COc3ccc(Br)cc3[C@@H]2N2C(=O)N(c3ccccc3)C(=O)[C@]12C	-9%	5%	-1	-6%	-7%	-21%	6%	26%	-2%
COC(=O)[C@H](C)N(Cc1ccc(Cl)c(Cl)c1)S(=O)(=O)CCNC1CCCC1	4%	/	5	-2%	/	-17%	0%	21%	-13%
O=c1[nH]nc(SCc2ccccc2)c(=O)[nH]1	-4%	?	-3	-9%	-6%	-9%	-1%	26%	-10%
O=C1CC(c2cccc(Br)c2)C2=C(CCCC2=O)N1 (stereo not given)	-3%	108%[activator][59 µM]	4	-7%	-30%[57.1 µM]	-16%	-1%	11%	2%
O=[N+]([O-])c1ccc(N2CCOCC2)cc1NCCCO	-1%	/	10	i	5%	-2%	-9%	62%[activator]	-23%
CC(C)C(=O)N1CCN(c2ccccc2NC(=S)NC(=O)c2ccco2)CC1	6%	/	5	1%	/	-13%	5%	-22%	-8%
C/C(=N\NC(=O)c1ccccc1O)C1CC1	-10%	19%	-5	2%	-1%	-30%	16%	13%	-3%
O=C(CSc1nc2ccccc2n1Cc1ccccc1)N1CCN(c2ccc(F)cc2)CC1	-5%	-1%[59 µM]	-2	8%	-1%	-4%	1%	16%	-11%
CCOc1cc(C(=S)N2CCOCC2)ccc1OC(=O)c1ccc(C)cc1	-5%	45µM*	2	-16%	-32%	?	-8%	-21%	-8%
c1ccc(C(=C2CCCO2)c2ccccc2)cc1	-1%	/	3	-2%	/	22%	18%	88%[activator]	-6%
COc1cccc(Nc2ncnc3sc(C)cc23)c1	6%	/	-4	-8%	?	-17%	1%	37%	-9%
COc1ccc(-c2nc3sc(CCNC(=O)C(C)(C)C)c(C)n3n2)cc1	-7%	2%[59 µM]	-4	2%	0%	-14%	-8%	5%	?
O=C(CN1C(=O)NC2(CCCC2)C1=O)N1CCN(S(=O)(=O)c2cc(Cl)ccc2Cl)CC1	3%	16%[12.7 µM]	2	i	1%	-12%	0%	3%	-15%
CC1(C)Cc2c(c(-c3ccccc3)[nH]c(=O)c2C#N)CS1	1%	-29%[12.7 µM]	-4	-1%	16%	3%	18%	30%	9%
COCCn1c(SCc2cnc(-c3ccccc3)s2)nnc1-c1ccncc1	2%	-2%[59 µM]	-3	3%	17%	-5%[11.4 µM]	20%	-8%	-1%
CN(C(=O)C(Cl)Cl)c1ccc(OC(=O)c2ccco2)cc1	1%	6%[59 µM]	3&3	-1%	-23%	-5%	-5%&-3%	49%[activator]	-5%
COc1ccc(C2c3cc(OC)c(OC)cc3CC(=O)N2c2ccc(C)c(F)c2)cc1 (stereo not given)	?	?	1	0%	-35%	?	-9%	11%	-3%
Cc1ccc(Cl)cc1NC(=O)CN1CCOCC1	6%	/	0	-7%	/	-3%	-9%	17%	-8%
COc1ccc(S(=O)(=O)N(C)C[C@@H]2OCc3cnnn3CCCC(=O)N([C@H](C)CO)C[C@@H]2C)cc1	/	/	-5	0%	/	/	-1%	/	-23%
Cc1onc(-c2c(Cl)cccc2Cl)c1C(=O)c1c[nH]c(C(=O)NC2CC2)c1	-10%	12%[59 µM]	-6	-8%	6%	-21%	-5%	-1%	0%
O=C(Nc1cccc(S(=O)(=O)N2CCOCC2)c1)c1cc([N+](=O)[O-])ccc1N1CCOCC1	5%	-29%[0.501 µM]	-2	-10%	-11%	-22%	-6%	4%	-13%
CSC1=NC2(CCCCC2)CC12C=CC(=O)C=C2	-1%	7%	-2	-5%	10%	4%	-1%	58%[activator]	-12%
Cc1ccccc1C(=O)N1CCN(S(=O)(=O)c2ccccc2)CC1	1%	-11%	-1	-5%	-17%	-17%	23%	11%	-6%
O=C(COC(=O)c1cccc([N+](=O)[O-])c1)NCc1cccs1	4%	0%	9	-3%	-11%	-12%	0%	29%	-26%
Cc1ccccc1OCC(=O)OCC(=O)N1CCc2ccccc21	9%	-27%	1	0%	-6%	-5%	-7%	21%	-1%
COc1cccc(NC(=O)c2cccc(S(=O)(=O)N3CCN(Cc4ccccc4)CC3)c2)c1	9%	8%[0.501 µM]	-7	-3%	-8%	?	0%	1%	-8%
Cn1ncc([N+](=O)[O-])c1C(=O)NCc1ccccc1	-2%	/	-6	-6%	4%	-5%	3%	32%	-10%
COc1cc(-c2cc(C(=O)N(C)Cc3ccccc3)c3ccccc3n2)cc(OC)c1OC	-2%	22%	3	-7%	-3%	-6%	-1%	50%[activator]	-13%
O=C(Cc1ccc(F)cc1)NCCc1ccccc1	0%	16%	1	5%	-1%	-9%	1%	28%	-16%
CC(=O)c1ccc(-c2ccc(C(=O)NCC3CCCO3)o2)cc1 (stereo not given)	5%	79µM*	3	-3%	4%	-15%	1%	34%	9%
CC(C)NC(=O)CSc1nnc(COc2ccccc2Cl)o1	-5%	5%	-7	-4%	6%	9%	0%	40%[activator]	-5%
Cc1occc1-c1nnc(SCC(=O)c2ccc(Cl)cc2)n1CC1CCCO1 (stereo not given)	6%	22%[0.501 µM]	1	5%	?	-12%	0%	38%	1%
CC1CC2(CCCCC2)Nc2ccc3ccccc3c21 (stereo not given)	5%	?	0	-2%	-28%	?	19%	6%	2%
COc1ccc(C2(O)CN(c3ccc(C)cc3)C3=[N+]2CCCC3)cc1 (stereo not given)	2%	?	-11	8%	1%	-7%	4%	27%	-3%
Cc1ccc(CNCC(O)(c2ccc(F)cc2)c2ccc(F)cc2)cc1	0%	122%[activator][59 µM]	1	i	14%	10%	-3%	93%[activator]	-11%
CCC(CC)C(=O)Nc1nnc(S(=O)(=O)N2CCCc3ccccc32)s1	-8%	-8%	9	-1%	-3%	-14%	-2%	44%[activator]	5%
N#Cc1cccc(S(=O)(=O)N2CCN(c3ccnc4cc(Cl)ccc34)CC2)c1	2%	5%[12.7 µM]	-1	-8%	-7%	-3%	-3%	35%	1%
Cc1ccc(F)c(NC(=O)Nc2ccc3snnc3c2)c1	20%	-3%[59 µM]	-4	1%	2%	-1%	0%	34%	-15%
O=C(COC(=O)c1cccc(S(=O)(=O)N2CCN(c3ccccc3)CC2)c1)NCc1ccco1	-12%	45µM*	-13	?	45µM*	22µM*	7%	-54%	8.9µM*
Cc1ccc(NC(=O)CCCn2c(=O)c3cccn3c3cccnc32)c(C)c1	-9%	-7%[59 µM]	-5	-7%	-11%	-18%	-9%	21%	6%
COc1cc(C2Nc3cc(Cl)c(S(N)(=O)=O)cc3S(=O)(=O)N2)cc(OC)c1OC (stereo not given)	0%	-8%	7	-2%	13%	-13%	28%	10%	-6%
c1ccc(-c2cnc(CSc3nnc4ccccn34)o2)cc1	-6%	10µM*	4	-2%	1%	-11%	-7%	31%	-18%
COc1ccccc1CNC(=O)c1ccccc1NC(=O)c1nsc2ccccc12	11%	-2%[59 µM]	3	-6%	-2%	-7%	-2%	2%[57 µM]	4%

Single records (already shown):
`Cc1ccc(NC(=O)CCCn2c(=O)c3cccn3c3cccnc32)c(C)c1` in the list: Pin1 inh: -9%; G9a inh: -7%[59 µM]; PI4K2A block: -5; PGK inhibitor: -7%; BAZ2B inh: -11%; JMJD2A Tudor inh: -18%; GLS inh: -9%; HP1b chromo inh: 21%; POLH inh: 6%
`Cc1ccc(F)c(NC(=O)Nc2ccc3snnc3c2)c1` in the list: Pin1 inh: 20%; G9a inh: -3%[59 µM]; PI4K2A block: -4; PGK inhibitor: 1%; BAZ2B inh: 2%; JMJD2A Tudor inh: -1%; GLS inh: 0%; HP1b chromo inh: 34%; POLH inh: -15%
